HTRA1 inh = HTRA1 serine protease inhibitors, primary screen, biochemical, fluorescence polarization, HTS. Q92743. recombinant HTRA1, FP-rhodamine activity-based probe. inhibition, % at 5.96 µM. 340,000 compounds, 0.5% hits. AID 504803, 2011; in the data active = inhibition above about 36%;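 also: 0% = enzyme with DMSO and 100% = wells lacking enzyme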
UHRF1 binding = UHRF1 methylated DNA binding inhibitors, primary screen, counter-screen for MBD2 inhibitor project, biochemical, TR-FRET, human UHRF1, single concentration. E3 ubiquitin-protein ligase UHRF1 (Homo sapiens), Q96T88. UHRF1 binding to methylated oligo. inhibition, % at 4.4 µM. 370,000 compounds, 0.75% hits. AID 687016, 2013; in the data active = inhibition above about 21%;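 also: UHRF1 SRA domain binding a hemimethylated CpG hairpin DNA probe; 0% = median of test compound wells and 100% = reference inhibitor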
MBD2 DNA inh = inhibitors of MBD2 binding to methylated DNA, primary screen, biochemical, TR-FRET, DNA-binding domain, human; MBD2 binding to methylated oligonucleotide; AID 686964, 2013; inhibition, % at 4.4 µM; 370,000 compounds, 0.31% hits; Methyl-CpG-binding domain protein 2 (Homo sapiens), Q9UBB5; in the data active = inhibition above about 13%
PRMT1 FP inh = PRMT1 methyltransferase inhibitors, primary screen, biochemical, fluorescence polarization; Protein arginine N-methyltransferase 1 (Homo sapiens), Q99873; recombinant PRMT1, activity-based probe fluorescence polarization; inhibition, % at 2.79 µM; 370,000 compounds, 1.3% hits; AID 652257, 2013;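 active = inhibition above about 21% made by adding two undisclosed values, limit read from the data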
TCR-CD3 inh = inhibitors of human TCR-CD3 interaction, primary screen, biochemical, fluorescence, TAMRA-labeled TCR probe; T-cell receptor (TCR); inhibition, % at 9.4 µM; 360,000 compounds, 0.37% hits; AID 651800, 2012; in the data active = inhibition above about 19%;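 also: recombinant mutant TCR 2C K166C tagged with TAMRA read by polarization; 0% = receptor in buffer alone and 100% = receptor with positive control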
PG9 Ab binder = binders of HIV-1 gp120 antibody PG9, primary screen, biochemical, TR-FRET. inhibition, % at 6.7 µM. 360,000 compounds, 0.43% hits. TR-FRET gp120-PG9 antibody binding. HIV-1 gp120 / PG9 antibody interaction; in the data active = inhibition above about 8.5%
mABHD4 FP = ABHD4 inhibitors, primary screen, biochemical, fluorescence polarization, mouse. inhibition, % at 8.92 µM. AID 720543, 2013. 370,000 compounds, 0.54% hits. purified mABHD4, FP-Rh probe fluorescence polarization;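 active = inhibition exceeding the mean over every tested compound plus 3 SD, cut at about 30% in these data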;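 also: 0% = plate median of compound wells and 100% = S159A mutant with DMSO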
Target sequence (Q8VD66 whole entry, looked up): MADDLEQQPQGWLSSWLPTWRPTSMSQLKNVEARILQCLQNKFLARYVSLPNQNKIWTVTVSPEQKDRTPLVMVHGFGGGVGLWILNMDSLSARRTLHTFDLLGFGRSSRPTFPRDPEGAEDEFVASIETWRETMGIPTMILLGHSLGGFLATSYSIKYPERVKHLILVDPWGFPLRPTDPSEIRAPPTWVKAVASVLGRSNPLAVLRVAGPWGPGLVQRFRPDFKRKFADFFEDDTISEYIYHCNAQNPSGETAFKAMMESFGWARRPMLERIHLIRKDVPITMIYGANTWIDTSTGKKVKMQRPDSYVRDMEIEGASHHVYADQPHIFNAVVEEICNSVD
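assay system = mABHD4 protein | compound dosing = single nominal dose of 8.92 µM, 0.89% DMSO final | read-out basis = percent inhibition of probe binding, normalized to plate controls | schedule = Enzyme–compound pre-incubation 45 min, then probe 60 min, both 25 °C | detection = fluorescence polarization, excitation 525 nm, emission 598 nm, BODIPY TMR filters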
LEDGF integ inh = blockers of LEDGF/p75-dependent integrase strand transfer – biochemical, TR-FRET, high throughput, primary screen; HIV-1 integrase (with human LEDGF/p75); TR-FRET IN-LEDGF/p75 DNA integration, Eu/Cy5; inhibition, % at 3.7 µM; 370,000 compounds, 0.64% hits; AID 743269, 2014;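 active = inhibition above the screen-wide mean plus 3 SD, cut at about 13% in these data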;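 also: signal is the Cy5 over europium emission ratio at 671 and 618 nm; 0% = plate median of compound wells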
rCAG RNA binder = binders of r(CAG) RNA repeats, primary screen, biochemical, fluorescence; 370,000 compounds, 1.3% hits; inhibition, % at 3 µM; r(CAG) RNA repeat, TO-PRO-1 dye displacement fluorescence;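 active = inhibition above the plate cutoff, the mean of all test compounds on that plate plus 3 SD, cut at about 35% in these data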;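 also: 0% = DMSO alone and 100% = 100 µM mitoxantrone as full dye displacement; higher means more dye released from RNA so lower well fluorescence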
Rev-erbA mod = modulators of Rev-erb alpha DNA binding, primary screen, biochemical, FITC-DNA, fluorescence polarization, uHTS; Nuclear receptor subfamily 1 group D member 1 (Homo sapiens), P20393; Rev-erbα–FITC-DNA binding, 90 min; activity, % at 10 µM; 370,000 compounds, 0.79% hits; AID 1259318, 2017;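 active = activity above about 14%, limit read from the data; passing the limit was not always enough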;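 also: 0% = DMSO wells with 35 nM protein and 100% = DMSO wells with 750 nM protein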
Target sequence (P20393 whole entry, looked up): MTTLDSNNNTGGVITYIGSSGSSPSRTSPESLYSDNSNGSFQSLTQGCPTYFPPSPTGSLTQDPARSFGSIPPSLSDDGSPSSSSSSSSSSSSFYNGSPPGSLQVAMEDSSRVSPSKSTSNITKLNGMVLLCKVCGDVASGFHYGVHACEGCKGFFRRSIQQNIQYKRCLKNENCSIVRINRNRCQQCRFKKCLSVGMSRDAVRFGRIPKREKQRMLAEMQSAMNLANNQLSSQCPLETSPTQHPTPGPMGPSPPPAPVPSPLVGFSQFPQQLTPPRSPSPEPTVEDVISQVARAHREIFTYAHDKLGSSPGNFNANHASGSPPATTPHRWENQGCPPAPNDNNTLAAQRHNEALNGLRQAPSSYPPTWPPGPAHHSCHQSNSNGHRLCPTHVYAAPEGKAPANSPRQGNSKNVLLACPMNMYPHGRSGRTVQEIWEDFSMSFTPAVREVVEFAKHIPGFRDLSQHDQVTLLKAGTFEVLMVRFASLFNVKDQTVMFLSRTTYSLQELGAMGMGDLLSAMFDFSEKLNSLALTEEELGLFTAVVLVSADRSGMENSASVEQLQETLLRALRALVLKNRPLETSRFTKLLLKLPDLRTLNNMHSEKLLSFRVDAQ
* marks the source's active call; other numbers are inactive results; · = not tested or not shown.

SMILES	HTRA1 inh	UHRF1 binding	MBD2 DNA inh	PRMT1 FP inh	TCR-CD3 inh	PG9 Ab binder	mABHD4 FP	LEDGF integ inh	rCAG RNA binder	Rev-erbA mod
Cc1ccc(CNC(N)=S)cc1	-5	0	-3	-2	0	-2.5	-2	-2	1	0
Cc1ccc(S(=O)(=O)Nc2cccc3ncccc23)cc1	9	-5	2	1	-7	0.5	5	-4	-2	-3
COc1ccccc1/C=C1\SC(N2CCC(C)CC2)=NC1=O	-2	2	0	6	-5	-3.1	5	4	0	5
Cc1ccc(C(=O)N/C(=C\c2cccs2)C(=O)NCCCN2CCOCC2)cc1	4	1	-6	3	1	-2.1	4	-1	-2	4
O=C(c1cc(-c2ccccc2)on1)N1CCCC1	0	-4	-3	-3	3	-1.0	4	-2	-3	-1
O=C(CO/N=C/c1ccc(OC(F)F)cc1)N1CCc2ccccc21	-6	2	1	2	-1	1.7	2	-3	-1	2
CCOC(=O)c1ccc(NC(=O)C2COc3ccccc3O2)cc1 (stereo unspecified)	-12	0	0	1	-1	-1.4	-2	-9	1	2
NC(CSC1(c2ccc(Cl)cc2)c2ccccc2-c2ccccc21)C(=O)O (stereo unspecified)	-69	4	-2	6	-3	0.3	-24	4	19	2
COC(=O)c1cn(NC(=O)c2cnccn2)c(=O)c2ccccc12	-7	0	-3	-1	6	-3.0	-3	-1	4	6
COc1ccc(C2=CC(=O)OC3(CCCCC3)O2)cc1	-6	2	1	0	2	-3.5	6	0	-4	0

Filtered by structure, the compounds so far with a carbonyl joined to an NH by a bond outside any ring
SMILES	HTRA1 inh	UHRF1 binding	MBD2 DNA inh	PRMT1 FP inh	TCR-CD3 inh	PG9 Ab binder	mABHD4 FP	LEDGF integ inh	rCAG RNA binder	Rev-erbA mod
Cc1ccc(C(=O)N/C(=C\c2cccs2)C(=O)NCCCN2CCOCC2)cc1	4	1	-6	3	1	-2.1	4	-1	-2	4
CCOC(=O)c1ccc(NC(=O)C2COc3ccccc3O2)cc1 (stereo unspecified)	-12	0	0	1	-1	-1.4	-2	-9	1	2
COC(=O)c1cn(NC(=O)c2cnccn2)c(=O)c2ccccc12	-7	0	-3	-1	6	-3.0	-3	-1	4	6

The listing picks up, starting 4 compounds before the break.
SMILES	HTRA1 inh	UHRF1 binding	MBD2 DNA inh	PRMT1 FP inh	TCR-CD3 inh	PG9 Ab binder	mABHD4 FP	LEDGF integ inh	rCAG RNA binder	Rev-erbA mod
CCOC(=O)c1ccc(NC(=O)C2COc3ccccc3O2)cc1 (stereo unspecified)	-12	0	0	1	-1	-1.4	-2	-9	1	2
NC(CSC1(c2ccc(Cl)cc2)c2ccccc2-c2ccccc21)C(=O)O (stereo unspecified)	-69	4	-2	6	-3	0.3	-24	4	19	2
COC(=O)c1cn(NC(=O)c2cnccn2)c(=O)c2ccccc12	-7	0	-3	-1	6	-3.0	-3	-1	4	6
COc1ccc(C2=CC(=O)OC3(CCCCC3)O2)cc1	-6	2	1	0	2	-3.5	6	0	-4	0
COc1ccc(CNC(=O)CN(C(=O)c2cc3sccc3n2C)C2CCCC2)cc1	-5	2	-1	-1	3	13*	0	2	-8	3
CC(=O)c1ccc(-c2nc3ccccc3n2C)o1	1	-3	-8	7	-1	4.4	-2	-2	5	-2
Cc1ccc(OCC(=O)Nc2nnc(S(=O)(=O)N3CCCCC3)s2)cc1	-8	5	6	13	0	-0.3	-4	0	50*	-24
COC(=O)[C@H]1C[C@@]2(N3CCCCC3)c3ccccc3N(C(=O)OC(C)(C)C)[C@H]2N1C(=O)OC(C)(C)C	·	-1	-3	-2	·	·	-6	3	-2	-12
CCCC(=O)Nc1c(O)c2ccccc2[nH]c1=O	7	-2	2	18	3	0.2	-4	-2	-1	-5
O=C1CCC2CCCCC2(O)O1 (stereo unspecified)	-3	-6	0	2	-1	1.2	1	0	1	5
O=C(N1CCN(c2cccc(Cl)c2)CC1)C1(c2cccs2)CCOCC1	-2	14	4	1	4	-3.0	-6	0	-2	0
CCOc1ccccc1N1CCN(Cc2ccc(OC)c(OC)c2OC)CC1	12	1	0	1	0	-2.2	8	0	-7	0
COc1ccc(N2CCN(C(=O)Oc3ccc([N+](=O)[O-])cc3)CC2)cc1	·	-3	-7	3	6	-1.4	18	-3	4	0
COc1cc(C(=O)Nc2ccc(S(=O)(=O)Nc3onc(C)c3C)cc2)cc(OC)c1OC	-5	12	2	1	-5	-0.4	-6	3	34	-7
Cc1nc2ncnn2c(C)c1CCC(=O)NCCC1=CCCCC1	10	-2	1	0	5	-1.1	8	1	1	8
COC(=O)C[C@@H]1C=C[C@@H](NC(=O)NC2CCCC2)[C@@H](CO)O1	·	1	1	0	-1	-1.3	9	-2	0	-6
O=C(CSc1nnc2ccccn12)c1ccc(Cl)cc1	-2	0	-7	-6	-2	-1.4	-5	6	-3	14
CC1(C)CCC[C@@]2(C)CC=C(C(=O)O)[C@@H]3C[C@]312	3	3	0	2	4	-0.9	7	1	3	-2
COc1ccc(C(=O)Nc2nc3ccccc3s2)c(OC)c1	-50	0	2	6	-4	-1.3	-24	5	10	14
Cc1ccc(C2(C)CC(C)(C)N(C(=O)CSc3nnc(C)s3)c3ccccc32)cc1 (stereo unspecified)	-33	-1	-7	0	1	-4.0	4	4	-1	3
CN(Cc1cn[nH]c1-c1ccc2c(c1)OCO2)C1CCOCC1	4	0	-3	-2	3	-0.5	-5	-1	-4	2
CCc1ccc(CN(C)C(C)C(=O)NCc2ccccc2)cc1 (stereo unspecified)	7	0	-1	0	-2	-1.3	-3	-10	-10	2
O=c1c2cc(-c3ccccc3)sc2ncn1-n1cccc1	-2	1	-2	-5	-2	1.9	1	2	0	2
O=C(NCCCN1CCOCC1)c1cccs1	4	-2	-1	-4	1	1.9	0	-1	-1	1
CC(=O)C1=C(C)NC(=O)NC1c1cc(Br)ccc1OCC(N)=O (stereo unspecified)	8	3	3	1	-3	2.7	5	1	4	1
CCOP(=O)(OCC)c1nc(-c2ccc(Cl)cc2Cl)oc1N1CCOCC1	7	0	2	17	-8	1.2	4	0	-7	-2
Cc1cc(C(=O)N2CCc3ccccc32)n(-c2ccccc2)n1	-4	-1	-2	-2	3	-1.8	14	2	2	1
CCOCCCNC(=O)C(Cc1ccccc1)NC(=O)c1ccco1 (stereo unspecified)	10	-2	1	2	12	-1.8	7	-2	-5	4
O=C(Nc1cccc2c1CCCC2)c1cc(C2CCCCN2C(=O)CCCc2ccccc2)on1 (stereo unspecified)	·	1	-1	0	-2	0.3	-9	5	7	1
Cc1ccc(S(=O)(=O)N2CCC[C@H]2C(=O)Oc2ccccc2)cc1	-15	0	-8	-6	4	-0.2	-12	3	3	6
CCCN1C(=O)/C(=c2\sc3nc(=O)c(Cc4ccc(C)cc4)nn3c2=O)c2ccccc21	6	-2	2	13	4	-2.6	3	2	5	-1
O=S(=O)(Nc1ncccn1)c1ccc(NC(=S)NCCc2ccc(Cl)cc2)cc1	-3	1	1	-8	0	-2.6	2	1	38*	-4
COc1cccc(NC(=O)CN(C)C(=O)CNC(=O)c2ccc(C)s2)c1	2	1	3	3	-3	-0.6	1	1	-7	-7
CCN(CCO)Cc1cn[nH]c1-c1ccc(C)c(C)c1	-1	2	-1	-2	13	-1.1	6	3	2	1
COc1ccc(F)cc1-c1cc(NC(C)=O)c2ncc(-c3cc(OC)c(OC)c(OC)c3)n2c1	·	5	-7	-3	2	1.1	-4	1	8	-24
O=C(O)c1cccc(NS(=O)(=O)c2cc(S(=O)(=O)c3ccc(Cl)cc3)ccc2Cl)c1	-3	3	0	-2	-2	-2.8	-6	5	26	-4
CCN(CC)S(=O)(=O)c1ccc(C)c(NC(=O)COc2ccc(Cl)cc2Br)c1	-2	3	0	1	-2	-2.0	-1	3	4	5
O=C(COC(=O)Cn1cc(C(F)(F)F)ccc1=O)Nc1ccc(Br)cc1F	1	0	-11	-3	2	0.2	-3	5	0	-6
O=C(CSC1CCc2ccccc21)NNC(=O)Nc1ccc(Cl)cc1 (stereo unspecified)	·	-1	2	-4	-1	-1.6	-9	2	7	0
COc1ccc(Cl)cc1NC(=O)CN1CCC(n2nnc3cc(C)ccc32)CC1	-11	3	5	-1	-5	3.0	2	-1	-1	-4
Cc1cccn2c(=O)c(C=C(C#N)C#N)c(N3CCN(c4ccccc4)CC3)nc12	5	-3	-9	2	7	1.1	4	1	2	-4
O=C(C1CC(=O)N(c2ccccc2)C1)N1CCN(C2=NS(=O)(=O)c3ccccc32)CC1 (stereo unspecified)	-2	-2	-2	3	6	-3.7	-1	5	-1	5
CC(C)N1CC(C(=O)Nc2ccc(Cl)cc2Cl)CC1=O (stereo unspecified)	4	0	1	-3	0	-1.5	-6	7	3	0
C=CCN1C(C(=O)OC)CN(Cc2cn(Cc3ccc(C)cc3)nn2)CCS1(=O)=O (stereo unspecified)	·	16	8	2	·	·	3	4	-1	-7
CC(=O)NN=C(C)c1ccc(NC(=O)C2CC2)cc1	·	-3	-7	-4	-3	-0.7	2	3	1	1
Cc1ccccc1OCCCn1c(CO)nc2ccccc21	-6	1	-2	4	0	1.1	-6	1	-3	0
O=C(CSc1ncccc1C(=O)O)c1cccc(C(F)(F)F)c1	-6	6	3	2	-3	-1.0	-6	-2	1	-4

High-throughput results: PubChem, several laboratories

The list is partial (hit frequency here may not be typical).
